LYP phosphatase: inhibitors of LYP phosphatase, biochemical, fluorescence intensity, uHTS (AID 1779); recombinant LYP phosphatase, fluorescence intensity; higher % means a stronger effect; inhibition, % at 11.5 µM, or IC50 in µM where a hit was titrated; 290,000 tested, 0.054% active; Tyrosine-protein phosphatase non-receptor type 22 (Homo sapiens); in the data active means inhibition above about 50%;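 further: plate controls were vehicle with enzyme for no effect and no enzyme for full effect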
AID2073: inhibitors of Mint1-CaV2.2 protein interaction, biochemical, HTRF (AID 2073) | inhibition, % at 20 µM, or IC50 in µM where a hit was titrated | Voltage-dependent N-type calcium channel subunit alpha-1B (Homo sapiens) | HTRF protein-protein interaction, Mint1-CaV2.2; higher % means a stronger effect | 290,000 tested, 0.19% active; in the data active means inhibition mostly above about 51%, no sharp cut-off; further: some results filed as inactive read as strong as hits
GPR35 antagonists: GPR35 antagonists blocking zaprinast-driven arrestin recruitment, primary screen, imaging, U2OS, beta-arrestin-GFP, zaprinast agonist (AID 2058). U2OS GPR35 beta-arrestin-GFP translocation imaging, zaprinast antagonism; higher % means a stronger effect. 290,000 tested, 0.052% active. inhibition, % at 10 µM; hits with a dose series show IC50 in µM;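 active means inhibition of at least 50% with at least 30 cells and total cytoplasm GFP at most 10,000,000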
Dengue-2 NS5 capping: Dengue-2 NS5 methyltransferase inhibitors, primary screen, biochemical, confirmation dose response (AID 588689) | Genome polyprotein (Dengue virus type 2 (strain 16681-PDK53)) | Dengue-2 NS5 methyltransferase capping enzyme assay, biochemical; higher % means a stronger effect | one-dose inhibition, % at 25 µM; IC50 in µM for titrated hits | 340,000 tested, 0.3% active; in the data active means a potency from the dose series
Autophagy mod: autophagy modulators in MEF cells, primary screen, imaging, high-content, MEF GFP-LC3 | MEF GFP-LC3 puncta imaging; test concentration mostly 10 µM | calls only at 10 µM (by protocol) | 190,000 tested, 0.98% active;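 active means percentage of spot-positive cells more than 3 SD above its plate mean, without a fluorescence outlier flag or 80% toxicity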;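 further: spot-positive cell cutoff set from DMSO-treated cells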
WT yeast gro inh: growth inhibition of WT strain, primary screen, mitochondrial fusion inhibitor project, WT and mutant strains, chemical genetic; 190,000 tested, 2.1% active; inhibition, % at 10 µM; mitochondrial fusion phenotypic screen; in the data active means inhibition above about 58%; tested in S. cerevisiae
NTR1 agonist: agonists of NTR1, primary screen, imaging, U2OS cells, beta-arrestin-GFP, high content (AID 493036); NTR1-U2OS beta-arrestin-GFP spot imaging, agonist mode; activation, % at 20 µM; 330,000 tested, 0.17% active;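 active means activation at or above 40% of the spot to cytoplasm intensity ratio, with at least 20 cells analyzed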;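 further: 0% = DMSO without peptide and 100% = 100 nM NTR1 peptide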
Target sequence (P30989 whole entry, looked up): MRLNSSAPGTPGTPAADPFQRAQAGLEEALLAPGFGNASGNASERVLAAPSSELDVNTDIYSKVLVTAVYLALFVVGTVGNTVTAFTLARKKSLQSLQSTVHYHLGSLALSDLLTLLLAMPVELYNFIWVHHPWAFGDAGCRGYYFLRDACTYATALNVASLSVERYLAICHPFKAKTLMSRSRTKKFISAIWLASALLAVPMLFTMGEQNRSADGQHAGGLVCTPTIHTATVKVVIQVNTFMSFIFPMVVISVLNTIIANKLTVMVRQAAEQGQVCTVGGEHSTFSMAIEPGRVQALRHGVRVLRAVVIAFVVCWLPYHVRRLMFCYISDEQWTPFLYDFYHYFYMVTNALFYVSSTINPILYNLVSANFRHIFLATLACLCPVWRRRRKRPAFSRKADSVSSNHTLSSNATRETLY
UTI89 phage lysis: inhibition of K1F phage lysis, E. coli UTI89, bacterial capsule biogenesis inhibitors, alamar blue (AID 488966). E. coli UTI89 K1F phage lysis, alamar blue, 2 h; higher % means a stronger effect. 340,000 tested, 0.02% active. inhibition, % at 100 µM, or IC50 in µM where a hit was titrated;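 active means phage lysis inhibition, versus mean bacterial control, above a set limit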;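 further: capsule biogenesis inhibitors block K1F phage lysis so surviving cells raise fluorescence; higher fluorescence means more inhibition of phage lysis; actives were called in the ten point dose series up to 300 µM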
RSV antiviral HEp-2: RSV antiviral activity via CPE protection, HEp-2 cells, primary 10 µM value included (AID 2391) | one-dose CPE inhibition, % at 10 µM; IC50 in µM for titrated hits | 310,000 tested, 0.13% active | HEp-2 cells, RSV-induced CPE inhibition; higher % means a stronger effect; in the data active means a potency from the dose series; further: strong numbers were not always called active
WT yeast gro inh mutant strain: also measured in WT yeast gro inh; calls as there; inhibition, %; mitochondrial fusion phenotypic screen, mutant strain inhibition
Autophagy mod cell loss 18 h: further read-out of Autophagy mod, marked with its call; toxicity, %; measured here: cell loss, nuclei count;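 cell loss after 18 h compound exposure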
NTR1 agonist cell count 20 µM: recorded beside NTR1 agonist, whose call it bears; cell count; measured here: cell count, cytotoxicity flag
* = called active by the depositor; i = inactive; · = not tested or not shown; + = active, no number; [ ] = dose if it differs, or a comment.

no.	SMILES	WT yeast gro inh mutant strain	LYP phosphatase	NTR1 agonist cell count 20 µM	Autophagy mod	AID2073	Dengue-2 NS5 capping	RSV antiviral HEp-2	NTR1 agonist	GPR35 antagonists	UTI89 phage lysis	WT yeast gro inh	Autophagy mod cell loss 18 h
1	Cn1cc(Cl)c(C(=O)NC2CCCCCC2)n1	2	-1%	56	i	0%	-3%	2.5%	1.4	6%	8.2%	-6	-7
2	CC(C)n1c(/C=C/c2ccccc2)nc2ccccc21	23	-4%	60	i	7%	-2%	1.9%	-1.4	7%	1.5%[50 µM]	34	1
3	Cc1cc(C)c(OCC(=O)Nc2ccccn2)c([N+](=O)[O-])c1	13	5%	50	i	0%	-1%	1.8%	-0.3	-1%	2.2%	-4	0
4	O=c1[nH]c(O)c(/C=C2\C=Nc3ccc(Br)cc32)[nH]1	·	-1%	57	·	2%	6%	52%	2.1	-10%	-0.1%	·	·
5	Cc1ccc2nc(-c3ccc(NS(=O)(=O)c4ccccc4)cc3)sc2c1	2	-5%	54	i	12%	2%	2.6%	18	0%	2.3%[50 µM]	11	14
6	CC(NC(=O)c1ccc(C23CC4CC(CC(C4)C2)C3)cc1)C(=O)O (stereo not given)	-1	-4%	84	i	-4%	11%	7.9%	-0.9	-15%	0.0%	-5	-1
7	O=C(NC1CCSc2ccccc21)c1cc(S(=O)(=O)N2CCOCC2)ccc1F (stereo not given)	·	-10%	67	·	3%	0%	3.0%	0.4	-7%	0.0%	·	·
8	CC(OC(=O)CCN=C1NS(=O)(=O)c2ccccc21)C(=O)Nc1ccc(N(C)C)cc1 (stereo not given)	·	·	62	·	·	-7%	-1.4%	0.2	·	-1.2%	·	·
9	CC(=O)c1ccc(N2CCN(C(=S)Nc3cc(C)ccc3C)CC2)cc1	-12	5%	49	i	-4%	-5%	5.5%	1.2	2%	3.6%	8	7
10	CN(C)S(=O)(=O)c1ccc(C(=O)Nc2cccc(S(=O)(=O)NC3=NCCC3)c2)cc1	·	-2%	58	·	-3%	-1%	0.7%	-0.2	-7%	0.3%	·	·
11	CNC(=O)c1[nH]cnc1C(=O)N[C@@H](C)C(=O)OCc1ccccc1	·	-11%	55	·	12%	6%	1.8%	0.2	0%	1.6%	·	·
12	N#C/C(=C\Nc1ccccc1SC(F)(F)F)c1nc(-c2ccc(Cl)cc2)cs1	-4	-6%	98	i	2%	-6%	11%	0.2	-6%	0.2%	3	12
13	COC(CNC(=O)C(=O)Nc1cc2c3c(c1)CCN3C(=O)CC2)OC	·	-11%	55	·	-6%	3%	0.5%	1.4	22%	0.0%	·	·
14	CCc1nc2nc(C)cc(Nc3cccc(C(F)(F)F)c3)n2n1	29	0%	36	i	32%	-1%	1.8%	-0.3	0%	11%	15	10
15	O=C(COc1ccccc1Cl)N1CCN(c2ccc(F)cc2)CC1	3	-8%	71	i	8%	-6%	1.0%	-2.0	-8%	1.1%	1	-7
16	CCN(CC)C(=O)N1CCn2c(nc3ccccc32)C1	-9	-3%	33	i	5%	-1%	0.0%	-0.2	-2%	1.1%	-20	-4
17	Cc1nnsc1Sc1ccccc1	13	-9%	36	i	9%	-5%	1.4%	-0.6	-7%	0.4%	6	20
18	Cc1cccc2cc(C#N)c(N3CCN(C)CC3)nc12	4	-5%	80	i	48%	-8%	-0.8%	0.2	12%	0.7%	7	18
19	O=C(COC(=O)C1(c2ccccc2)CC1)NNC(=O)c1ccccc1F	·	·	71	·	·	-7%	-1.8%	1.3	·	1.7%[50 µM]	·	·
20	CCNC(=S)NNC(=O)C1CCCCC1	7	-5%	83	i	17%	-3%	0.9%	-0.4	6%	-0.2%	-6	0
21	Cc1cccc(NC(=O)CSCC(=O)Nc2cc(Cl)ccc2N2CCN(C)CC2)c1	·	-12%	57	·	2%	1%	-0.1%	2.2	-6%	0.2%	·	·
22	CC(C)Cn1cnc2c(c(-c3ccccc3)c(-c3ccccc3)n2Cc2ccco2)c1=N	43	-4%	70	+	2%	-2%	13%	36	-2%	13%	43	10*
23	O=S(=O)(c1ccc(F)cc1)n1ccc(-c2cccc(OCc3ccc(Cl)cc3Cl)c2)n1	17	0%	101	i	15%	2%	5.2%	1.3	8%	0.5%	4	2
24	COc1cc(C(=O)NCCCc2ccccc2)cc(OC)c1OC	·	-1%	53	·	6%	-4%	0.6%	0.0	2%	0.0%	·	·

4 neighbouring entries already listed:
no.	SMILES	WT yeast gro inh mutant strain	LYP phosphatase	NTR1 agonist cell count 20 µM	Autophagy mod	AID2073	Dengue-2 NS5 capping	RSV antiviral HEp-2	NTR1 agonist	GPR35 antagonists	UTI89 phage lysis	WT yeast gro inh	Autophagy mod cell loss 18 h
13	COC(CNC(=O)C(=O)Nc1cc2c3c(c1)CCN3C(=O)CC2)OC	·	-11%	55	·	-6%	3%	0.5%	1.4	22%	0.0%	·	·
14	CCc1nc2nc(C)cc(Nc3cccc(C(F)(F)F)c3)n2n1	29	0%	36	i	32%	-1%	1.8%	-0.3	0%	11%	15	10
15	O=C(COc1ccccc1Cl)N1CCN(c2ccc(F)cc2)CC1	3	-8%	71	i	8%	-6%	1.0%	-2.0	-8%	1.1%	1	-7
16	CCN(CC)C(=O)N1CCn2c(nc3ccccc32)C1	-9	-3%	33	i	5%	-1%	0.0%	-0.2	-2%	1.1%	-20	-4

Carrying on.
no.	SMILES	WT yeast gro inh mutant strain	LYP phosphatase	NTR1 agonist cell count 20 µM	Autophagy mod	AID2073	Dengue-2 NS5 capping	RSV antiviral HEp-2	NTR1 agonist	GPR35 antagonists	UTI89 phage lysis	WT yeast gro inh	Autophagy mod cell loss 18 h
25	COC(=O)Nc1ccc2c(c1)ncn2C1CCCCC1	-36	0%	81	i	1%	-15%	2.3%	1.1	2%	-0.2%	-19	-1
26	Cc1ccc(/C=C/C(=O)Nc2ncc(C)s2)o1	-3	-3%	49	i	1%	3%	0.4%	0.5	-13%	0.6%[50 µM]	8	10
27	Cc1nc(N2CCCCC2)c2sc(=S)n(C)c2n1	4	1%	66	·	-2%	2%	-1.1%	16	-6%	1.9%	14	·
28	CC(=O)c1ccc(S(=O)(=O)NCCC(=O)OCC(=O)NCCc2ccccc2)cc1	·	-8%	70	·	8%	-4%	0.5%	1.7	-13%	-0.2%	·	·
29	COc1ccccc1CNC(=O)c1ccoc1C	-13	-2%	79	i	-3%	-1%	·	0.6	-17%	1.4%	-7	-3
30	O=C(Nc1ccc2c(c1)OCO2)C1CC(c2ccc(F)cc2)=NO1 (stereo not given)	18	-4%	76	i	-5%	-6%	-1.9%	-0.6	2%	1.4%	14	2
31	COc1ccc(C(OC(=O)c2ccco2)C(=O)NC2CCCC2)cc1 (stereo not given)	·	-14%	40	·	-6%	-8%	1.4%	0.4	10%	0.0%	·	·
32	CCOc1ccc(C2CC(=O)n3nc(C45CC6CC(CC(C6)C4)C5)nc3S2)cc1OC (stereo not given)	-8	1%	54	i	-12%	-6%	4.0%	1.3	-3%	5.0%	3	-16
33	Cc1cccc(OCC(O)Cn2c(NCCCOC(C)C)nc3c2c(=O)[nH]c(=O)n3C)c1 (stereo not given)	8	-1%	51	i	9%	-5%	0.8%	0.2	7%	0.0%	-4	2
34	COc1cccc(C2C(C(=O)Nc3cccnc3)=C(C)Nc3nnnn32)c1OC (stereo not given)	-6	-1%	102	i	1%	-5%	1.0%	1.1	11%	0.0%	-18	11
35	CCCOc1ccc(C2C(C(=O)c3ccc(C)o3)=C(O)C(=O)N2Cc2cccnc2)cc1 (stereo not given)	11	-3%	94	i	32%	·	17%	2.0	14%	·	-15	-3
36	O=C(O/N=C1/CCSc2ccccc21)c1ccc(F)cc1	-3	-3%	69	i	-7%	-8%	1.1%	2.0	3%	0.0%	0	-25
37	CC(=O)Nc1ccc(S(=O)(=O)NCCSc2ccccn2)cc1	1	-2%	57	i	0%	1%	1.3%	-0.1	12%	0.3%	-4	-5
38	COc1ccc(-c2c(NCCc3ccccc3)c(=O)c2=O)cc1	·	0%	74	·	10%	-2%	1.3%	-1.1	10%	0.3%	·	·
39	C=C1CC[C@@]23CC[C@]4(C)[C@@](OC2=O)([C@@H]3C1)[C@H]1O[C@H]1C1[C@@]2(C)CC[C@H](O)C(C)(C)C2CC[C@]14C (stereo not given in full)	·	·	77	·	·	-8%	-0.5%	0.3	·	1.7%	·	·
40	CC(NC(=O)c1ccco1)c1ccc2c(c1)OCO2 (stereo not given)	·	-9%	39	·	0%	-5%	1.8%	-0.5	0%	1.9%[50 µM]	·	·
41	O=c1nc(-c2ccccc2)n(-c2ccccc2)c2ncccc12	-71	-5%	47	i	15%	-3%	0.2%	-0.5	-7%	0.8%	-1	14
42	C=C(C)COc1ccc(-c2[nH]ncc2-c2ccccc2)c(O)c1	23*	0%	33	i	5%	-1%	-2.7%	12	-4%	-0.4%	71*	-5
43	COc1ccc(CN/C(C)=C(/C#N)C(N)=O)cc1OC	13	-6%	86	i	23%	2%	1.0%	-1.7	3%	0.1%	19	12
44	CCN(CC)c1ccc(N)cc1S(=O)(=O)Nc1ccc(OC)cc1	·	-5%	56	·	-24%	9%	-0.4%	0.4	-13%	-0.1%	·	·
45	CC(/C=N/n1c(-c2cccnc2)n[nH]c1=S)=C\c1ccco1	·	-9%	40	·	-20%	-4%	1.2%	-0.2	0%	-2.0%	·	·
46	CCn1c(CNC(=O)c2ccccc2F)nnc1SCc1nc2ccccc2c(=O)[nH]1	-4	2%	45	i	-2%	·	0.7%	-0.6	-12%	·	-7	6
47	COc1ccc(-c2cn(-c3ccc(OC)cc3)c(=S)[nH]2)cc1	6	-1%	85	i	-13%	-10%	0.8%	8.1	9%	1.0%	-6	8
48	COc1ccc(NC(=O)c2cc3c(=O)n4ccccc4nc3n2C)cc1OC	-6	0%	55	i	16%	2%	-0.4%	2.7	0%	0.2%	-14	8
49	O=c1c(C=Nc2ccc(Cl)cc2)c[nH]n1-c1cccc(Cl)n1	-30	4%	69	i	17%	-5%	8.4%	0.7	4%	-0.2%	2	-9
